Thrombin inh: thrombin (human) inhibition. alpha-thrombin, Boc-VPR-AMC fluorogenic substrate cleavage. inhibition, % at 5 µM. actives 0.26% (n = 220,000). AID 1046;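 active = inhibition at or above 40%; inactive = inhibition below 40%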;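 note: 0% = enzyme with no compound and 100% = wells without enzyme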
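Material: Human alpha-thrombin protein | Buffer or medium: pH 7.5 Tris-saline with Tween 20 | Reagent: Boc-VPR-AMC substrate, 15 µM final | Schedule: Reaction at ambient temperature | Detection: AMC fluorescence at 355 nm excitation and 460 nm emission | Evaluation: Percent inhibition scaled between no-compound controls and no-enzyme blanks | Controls: no-compound enzyme wells and no-enzyme blanks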
14-3-3 Bad inh: disrupts binding of bovine 14-3-3 zeta to phospho-Bad peptide; P63103; TR-FRET 14-3-3zeta/Dy647-pBad peptide displacement, 1 h; inhibition, % at 21.7 µM; actives 0.71% (n = 220,000); AID 781;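 active = inhibition above about 70%, limit read from the data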;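 note: 0% = full 14-3-3 plus peptide FRET controls and 100% = background without 14-3-3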
Target sequence (P63103 whole entry, looked up): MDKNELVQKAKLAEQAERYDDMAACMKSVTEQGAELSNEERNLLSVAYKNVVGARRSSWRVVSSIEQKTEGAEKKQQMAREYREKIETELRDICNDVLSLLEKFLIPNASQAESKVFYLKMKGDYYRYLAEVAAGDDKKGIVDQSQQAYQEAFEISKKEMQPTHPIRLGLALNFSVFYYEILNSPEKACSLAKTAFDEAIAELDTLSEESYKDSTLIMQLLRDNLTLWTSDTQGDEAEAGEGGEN
hK5 inh: blocks human kallikrein 5 protease activity; Q9Y337; recombinant hK5, fluorogenic AMC substrate cleavage; inhibition, % at 5 µM; actives 0.59% (n = 210,000); AID 873;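 active = inhibition of 40% or more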;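 note: 0% = enzyme controls without compound and 100% = no-enzyme blanks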
Hck-Nef inh: blocks Nef-activated human Hck kinase. Recombinant Hck-YEEI plus Nef, Z-Lyte FRET kinase assay. inhibition, % at 20 µM. actives 0.68% (n = 220,000);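 active = Hck-Nef kinase inhibition above about 50%, limit read from the data; inactive = inhibition below that limit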;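 note: 0% = DMSO with Hck plus Nef and 100% = Hck alone without Nef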
Runt-CBFb FRET: blocks binding of human RUNX1 Runt domain to CBFb | actives 0.46% (n = 220,000) | inhibition, % at 20 µM | Cerulean-Runt/Venus-CBFb FRET ratio 530/480, 1 h | AID 1496 | Q01196+Q13951;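 active = inhibition over about 50% at 20 µM in the single-dose screen, limit read from the data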;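 note: 0% = DMSO wells and 100% = excess unlabeled CBFb competitor control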
Target sequence (Q01196 whole entry, looked up, the tested form may be a part): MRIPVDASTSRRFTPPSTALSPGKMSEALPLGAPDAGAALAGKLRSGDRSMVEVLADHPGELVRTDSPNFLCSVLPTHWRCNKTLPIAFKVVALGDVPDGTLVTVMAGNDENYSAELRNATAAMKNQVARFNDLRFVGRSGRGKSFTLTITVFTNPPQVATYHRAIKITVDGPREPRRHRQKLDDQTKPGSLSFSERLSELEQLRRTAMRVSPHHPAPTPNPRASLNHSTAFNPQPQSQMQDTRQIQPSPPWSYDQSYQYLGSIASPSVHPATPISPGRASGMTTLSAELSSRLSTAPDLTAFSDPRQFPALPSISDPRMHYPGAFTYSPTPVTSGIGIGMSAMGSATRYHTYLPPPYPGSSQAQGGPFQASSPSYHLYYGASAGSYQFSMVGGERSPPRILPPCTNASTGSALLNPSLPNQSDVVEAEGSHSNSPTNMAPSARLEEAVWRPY
Target sequence (Q13951 whole entry, looked up, the tested form may be a part): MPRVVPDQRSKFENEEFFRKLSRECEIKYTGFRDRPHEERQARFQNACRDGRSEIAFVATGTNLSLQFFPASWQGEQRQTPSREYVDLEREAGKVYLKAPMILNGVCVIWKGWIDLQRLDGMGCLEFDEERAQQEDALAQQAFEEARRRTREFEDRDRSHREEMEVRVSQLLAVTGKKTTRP
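Assay system: Cerulean-Runt domain / Medium: Tris 50 mM pH 7.5, KCl, K2SO4, 0.01% BSA / Timing: protein complex preformed 1 h, compound exposure 1 h, room temperature, dark / Measured by: FRET, excitation 422 nm, emission at 530 and 480 nm / Evaluation: loss of energy transfer signal / Control set: 5 µM unlabeled CBFb as full-inhibition high control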
FXIIa inh 1536: factor XIIa (human) inhibition; actives 0.3% (n = 220,000); purified FXIIa, Boc-QGR-AMC fluorogenic substrate, 2 h; inhibition, % at 5 µM; AID 800; in the data active = inhibition above about 40%;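 note: 0% = enzyme with no compound and 100% = blank without enzyme; many of its hits are not listed in these tables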
FXIa inh: blocks human coagulation factor XIa protease activity | P03951 | purified FXIa, Boc-Glu-Ala-Arg-AMC fluorogenic substrate | inhibition, % at 5 µM | AID 798 | actives 0.14% (n = 220,000);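 active = inhibition of at least 40%; inactive = inhibition below 40%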;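 note: fluorescence of freed AMC excited at 355 nm; 0% = enzyme without compound and 100% = no enzyme blank; many of its hits are not listed in these tables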
Wee1 stabilizer: inhibitors of human Wee1 degradation. P30291. HeLa Luc-Wee1K328M stability, luciferase luminescence; 100% = proteasome inhibitor MG132 effect. reporter increase, % at 5 µM. actives 1.2% (n = 220,000);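 active = activation above the mean of all tested compounds plus 3 SD, set per screening run, cut at about 8.8% in these data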;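 note: cells exposed to compound for 20 h before luminescence read; 0% = DMSO alone and 100% = MG132 at 30 µM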
Runt-SMMHC FRET: blocks binding of human RUNX1 Runt domain to CBFb-SMMHC; Cerulean-Runt/Venus-CBFb-SMMHC FRET ratio 530/480, 1 h; inhibition, % at 20 µM; actives 0.74% (n = 220,000); Q01196+Q13951;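 active = mean inhibition across duplicate retests at 20 µM reaching about 50%, limit read from the data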;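 note: 0% = DMSO wells and 100% = wells with excess untagged CBFb-SMMHC; inhibitors lower the FRET ratio by blocking Runt binding to CBFb-SMMHC; some results filed as inactive read as strong as hits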
An asterisk follows results filed as active; . = no result given; [ ] = dose if it differs, or a comment.

Thrombin inh	14-3-3 Bad inh	hK5 inh	Hck-Nef inh	Runt-CBFb FRET	FXIIa inh 1536	FXIa inh	Wee1 stabilizer	Runt-SMMHC FRET	smiles
-4	-2	-5	24	1	-3	0	0	0	CC(=O)Nc1ccc(/C=N/NC(=S)NC(C)C)cc1
-3	-2[fluorescence artefact?]	0	3	2	17	7	2	-2	CCOc1cc(C(=O)N/N=C/C(Br)=C/c2ccccc2)cc(OCC)c1OCC
0	-12	-1	20	-1	6	-2	-1	-2	COc1cc(C(=O)Nc2c(C)cc(C)cc2C)c(Br)c(OC)c1OC
3	-5	3	3	-1	11	1	-1	-6	COc1ccc(Cl)cc1N(C)C(=O)CCNC(=O)Cn1cnc2ccccc2c1=O
-6	1	1	1	0	-5	-8	0	-2	O=C(NCc1ccccc1)C12CC3CC(CC(C3)C1)C2
0	-7	-3	6	-3	18	8	1	1	CC1(C)Oc2ccc3ccc(=O)oc3c2/C(=C/NC2CCCCC2)C1=O
-9	-1	-13	-1	0	0	-7	3	3	CC(=O)Oc1ccc(CCC(C)OC(C)=O)cc1 (centres undefined)
2	4[fluorescence artefact?]	-8	2	-1	13	3	-1	-2	COc1cccc(CNC(=O)C2CCN(S(=O)(=O)N3CCC4(CC3)OCCO4)CC2)c1
0	1	3	1	-2	10	3	2	-1	CC(=O)Oc1ccc2occ(C(=O)c3cccs3)c2c1
-4	-2	-3	-3	0	1	-2	1	3	COc1ccc(Oc2ccc(C(F)(F)F)cc2NC(=O)c2ccc(C)cc2)cc1
1	-13	-4	-2	2	17	4	0	1	COc1cc2c(cc1NC(=O)C(c1ccccc1)c1ccccc1)CCCC2
-2	-2	2	17	-1	5	1	-1	-2	NC(=O)c1ccc(/C(N)=N/S(=O)(=O)c2cc(C(F)(F)F)cc(C(F)(F)F)c2)cc1
-2	-1	0	18	1	8	1	.	2	C/C=C(/C)C(=O)Nc1cccc(C2=NOC3(C2)C[C@@H](C(N)=O)N(C(=O)c2ccc(OC)cc2)C3)c1 (some centres undefined)
-2	12	2	5	-6	-4	0	-1	-23	COc1ccccc1N=c1oc2c(OC)cccc2cc1C(=O)NCc1ccco1
-4	-1	14	7	-1	4	-1	-1	0	CC(C)(C)NC(=O)C(=O)NC(=O)c1c(F)cccc1Cl
-5	-2	-3	21	0	5	-5	1	-2	O=S(=O)(c1ccc2ccccc2c1)N1CCN=C1SCc1cccnc1
1	4	-4	17	1	14	6	4	2	CCOC(=O)c1[nH]c(C)c(C(=O)NC)c1C
4	-1	-11	0	3	18	0	0	-7	CC1=CC(C)(C)NC(=S)N1c1ccc2ccccc2c1
-3	36	-9	1	0	15	-3	-2	0	CCCOc1ccc(CSC(CC(=O)O)C(=O)O)cc1 (centres undefined)
1	-3	-1	21	0	12	1	3	-2	COCCCNC(=O)CN1C(=O)/C(=C/c2ccccc2)Sc2ccccc21
-4	8	-11	1	0	9	2	1	-4	c1ccc(-c2noc(COc3ccc4c(c3)OCO4)n2)cc1
-5	12	-24	8	53*	8	2	-3	118*	CCCN1C2=C(C(=O)CCC2)C(c2ccc(O)c(Br)c2)C2=C1CCCC2=O
3	-6	3	-26	-1	13	6	0	-3	CC(=O)c1ccc(N/N=C2/CCCNC2=O)cc1
0	5	3	18	2	12	2	-1	0	O=C(C1=C[C@H](C2CC2)C[C@H](OCCCCO)O1)N1CCN(Cc2ccc3c(c2)OCO3)CC1

Full records from above. Order of values: Thrombin inh, 14-3-3 Bad inh, hK5 inh, Hck-Nef inh, Runt-CBFb FRET, FXIIa inh 1536, FXIa inh, Wee1 stabilizer, Runt-SMMHC FRET
`c1ccc(-c2noc(COc3ccc4c(c3)OCO4)n2)cc1` across the screens: -4, 8, -11, 1, 0, 9, 2, 1, -4
`CC(=O)c1ccc(N/N=C2/CCCNC2=O)cc1` across the screens: 3, -6, 3, -26, -1, 13, 6, 0, -3

Next part.
Thrombin inh	14-3-3 Bad inh	hK5 inh	Hck-Nef inh	Runt-CBFb FRET	FXIIa inh 1536	FXIa inh	Wee1 stabilizer	Runt-SMMHC FRET	smiles
-4	-2	-6	23	-11	14	4	-1	-8	CCCc1nc(SCC(=O)N2CCC(Cc3ccccc3)CC2)c2c(=O)n(C)c(=O)n(C)c2n1
-4	10	-49	-2	0	-1	-6	4	-3	COc1cc(OC)cc(C(=O)Nc2nc3ccccc3[nH]2)c1
0	-3	-16	0	-1	10	-7	-3	1	CC1=CC(C)(C)N=C(NC#N)N1
-6	5	-17	7	1	2	0	1	1	Clc1ccccc1Nc1nnc(-c2ccncc2)s1
0	1	-4	4	0	8	2	4	0	O=C(Cc1ccccc1Cl)Nc1nc2ccccc2[nH]1
1	6	2	2	1	7	-3	4	6	COc1ccc(CC(=O)OCc2cc3ccccc3[nH]c2=O)cc1
-19	-8	-6	24	.	1	-4	-2	.	COC(=O)CCC(=O)N1CCCC(CO)(Cc2ccccc2C)C1 (centres undefined)
-4	-1	3	-1	0	7	0	0	-1	O=C(CSc1nnc(NC(=O)c2ccccc2F)s1)Nc1ccccc1F
1	-5	0	14	-8	6	-1	1	3	O=C(N/N=C/c1ccc[nH]1)c1ccccc1OCc1ccc(F)cc1
-6	8	0	0	9	5	2	9	-3	CCOC(=O)c1[nH]c2ccc(OC)cc2c1NC(=S)N1CCN(c2ccccc2OC)CC1
-6	1	-16	5	-2	12	9	4	-1	Cc1nn(-c2ccccc2)c(=S)c2ccccc12
0	32	-11	2	.	18	1	3	-3	COc1ccc(NC(=O)CSc2nnc(C3CCCCC3)o2)c(OC)c1
3	20	-2	0	0	14	-4	-3	1	CC(C)(O)P(C)(=O)c1ccccc1 (centres undefined)
-3	-3	-3	-46	-15	8	3	2	90	COCCNS(=O)(=O)c1ccc2c3c(cccc13)C(=O)N2C
5	4	1	-1	-3	12	5	-3	-10	CC1=CC2=NC(=O)/C(=C\c3cccn3CCOc3cc(C)cc(C)c3)C(=N)N2O1
-1	2	-2	0	0	8	1	2	-4	Cc1c(N=C2C(=O)Nc3ccccc32)c(=O)n(-c2ccccc2)n1C
3	9	-9	-1	-1	11	6	5	-1	Cn1c(Cn2c(=O)sc3ccccc32)nnc1SCc1ccc(F)cc1
1	-8	-11	2	-1	10	2	5	-7	N/C(Cc1cccs1)=N\OC(=O)COc1ccccc1Cl
-2	1	-2	15	-1	3	1	0	1	CC(OC(=O)c1cccn1C)C(=O)Nc1ccc2c(c1)OCO2 (centres undefined)
-5	-5	5	-1	-3	8	-9	2	-1	Cc1ccc(-c2nc(CS(=O)CC(=O)NCCN(CC(C)C)CC(C)C)c(C)o2)cc1 (centres undefined)
3	-1[fluorescence artefact?]	-2	13	-7	20	11	-2	-6	Cc1cc(C)n(-c2nc(N(c3ccccc3)c3ccccc3)nc(-n3nc(C)cc3C)n2)n1
-11	12	1	21	-1	3	-2	2	0	O=C(O)CCNS(=O)(=O)c1ccccc1Br
15	-12	25	0	-6	20	5	0	-4	CC(C)Cc1nc(N2CCN(C(=O)C(C)C)CC2)c(C#N)c2c1CCC2
-13	5	-5	2	0	6	2	-2	-6	COc1cccc(NC(=O)C(Sc2nc3ccccc3c(=O)n2CC(C)C)c2ccccc2)c1 (centres undefined)
-1	-17[fluorescence artefact?]	-13	0	-7	9	9	-1	-4	O=C(Cn1ncc2c3ccccc3n(Cc3ccccc3)c2c1=O)N1CCN(c2ncccn2)CC1
-10	-7	1	22	-1	10	-2	0	0	CC(C)N(Cc1cnn(C)c1)Cc1nc(Cc2ccccc2Cl)no1
16	7[fluorescence artefact?]	2	-10	-1	17	5	2	0	c1ccc2c(c1)CC(N1CCCCC1)c1ccccc1N2 (centres undefined)
-10	5	-19	3	0	7	-5	0	0	COc1ccc(S(=O)(=O)Cc2ccc(C(=O)N3CCN(C(=O)c4ccco4)CC3)o2)cc1
-8	0	-15	-2	0	4	6	-1	2	COc1ccccc1C(c1nnnn1CS(=O)(=O)c1ccc(C)cc1)N1CCSCC1 (centres undefined)
12	0	24	-13	2	7	5	7	1	C/C(=N/NC(=O)c1ccccn1)c1c[nH]c2ccccc12
-3	38	-21	2	-3	6	-12	-1	2	Cc1ccc(-c2nc3sc4c(N)ncnc4c3c3c2CCCC3)cc1
-4	-7	-10	22	0	2	-2	-2	-3	O=c1oc2ccccc2c(N2CCOCC2)c1[N+](=O)[O-]
-4	-7[fluorescence artefact?]	-9	0	-5	2	-6	-2	0	Cc1ccc(S(=O)(=O)NNC(=O)c2cc3cc4ccccc4nc3s2)cc1
-3	-5	-11	2	2	-33	-9	2	3	O=C(OCn1ncc(Br)c(Br)c1=O)c1ccc(F)cc1
4	5	6	2	2	16	6	1	0	COc1ccc(C(=O)CC(Nc2ccc([N+](=O)[O-])cc2)c2ccc(OC)cc2)cc1 (centres undefined)
-8	-19[fluorescence artefact?]	-14	2	0	11	-1	0	-7	O=C(CCCOc1ccc(Cl)cc1Cl)NN1CCOCC1
1	5	-55	0	0	13	0	5	-7	Cc1cc(C)n(C(=O)c2ccc(S(=O)(=O)NCC3CCCO3)cc2)n1 (centres undefined)
-18	20	1	31	-1	6	-3	-4	1	CCCNC(=S)N1CCN(Cc2ccc3c(c2)OCO3)CC1
0	-2	0	28	0	6	0	.	-1	CCO[C@@H]1OC(C(N)=O)=C[C@H](C2CCCCC2)[C@H]1CCCO
-5	-3	-8	-2	2	1	-5	0	-2	O=S(=O)(Nc1ccccc1)c1ccc(F)cc1
-2	3[fluorescence artefact?]	-8	2	1	8	-6	-2	-2	CCc1ccc(NC(=O)C(C)Nc2ccc(S(=O)(=O)NC(C)=O)cc2)cc1 (centres undefined)
-1	2	-4	-1	0	2	-4	-4	1	COc1ccc(C2OC(=O)Cc3cc(OC)c(OC)cc32)cc1 (centres undefined)
6	-10	-6	-3	-1	18	7	-3	-13	CCC(C)c1ccc(OCCn2cc(/C=N/NC(=O)CSc3nnc(C)s3)c3ccccc32)cc1 (centres undefined)
4	-3	9	-5	-2	13	-1	-1	-2	O=S(=O)(NC1CCN(Cc2ccccc2)CC1)c1ccc(Cl)cc1
12	3	30	1	-1	29	22	2	1	C=C1C2(C(=O)Nc3ccc(SC(F)F)cc3)CCC(C2)C1(C)C (centres undefined)
-3	16	-27	-2	110*	-1	0	-1	-6	CCOC(=O)c1c(-c2cccs2)csc1NC(=O)C(C)(C)C
-8	3	-4	3	-5	-1	7	-1	1	O=C(CSc1nc2c(sc3ccccc32)c(=O)n1Cc1ccccc1)NCC1CCCO1 (centres undefined)

3 entries out of the list, arranged by length of the SMILES, rising:
Thrombin inh	14-3-3 Bad inh	hK5 inh	Hck-Nef inh	Runt-CBFb FRET	FXIIa inh 1536	FXIa inh	Wee1 stabilizer	Runt-SMMHC FRET	smiles
-3	16	-27	-2	110*	-1	0	-1	-6	CCOC(=O)c1c(-c2cccs2)csc1NC(=O)C(C)(C)C
1	5	-55	0	0	13	0	5	-7	Cc1cc(C)n(C(=O)c2ccc(S(=O)(=O)NCC3CCCO3)cc2)n1 (centres undefined)
6	-10	-6	-3	-1	18	7	-3	-13	CCC(C)c1ccc(OCCn2cc(/C=N/NC(=O)CSc3nnc(C)s3)c3ccccc32)cc1 (centres undefined)

Screens deposited in PubChem by several laboratories.
